SR-BI DiI-HDL act = SR-BI HDL lipid transfer activation | 320,000 compounds, 0.096% hits | AID 504775 | CHO ldlA[mSR-BI] cells, DiI-HDL uptake fluorescence, 3 h; 100 = double the neutral-control signal | activation, % at 12.5 µM;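 active means mean replicate activation of at least 60% and every replicate at or above 60%; inconclusive means mean or all-replicate condition met, but not both; inactive means mean below 60% and not all replicates reaching 60%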;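 further: 0% = median plate neutral-control signal and 100% = twice that signal; values of inactives mirror those of a sister screen read the other way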
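Assay system: LDL receptor-deficient CHO ldlA cells overexpressing murine SR-BI / Medium: BSA-supplemented, HEPES-buffered Ham's F12, pH 7.4 / Probe or stimulus: DiI-labelled HDL at 10 µg/mL final / Timing: compound with DiI-HDL co-incubation, 3 h at 37 °C / Technique: bottom-read cell fluorescence after medium removal, ex 550/em 595 nm / Measure: HDL uptake via cellular fluorescence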
CAL PDZ FP-1 = blocks peptide binding to human CAL PDZ domain | 330,000 compounds, 0.02% hits | inhibition, % at 20 µM | Q9HD26 | AID 504414 | purified CAL PDZ, TMR-peptide fluorescence polarization, 1 h;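 active means highest replicate inhibition of at least 40%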;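 further: plate controls were DMSO neutral control wells for no effect and unlabeled competitor peptide control wells for full effect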
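System: tagged CAL PDZ domain. Schedule: 1 h room-temperature incubation prior to read. Signal: fluorescence polarization (mP). Measure: percent inhibition from loss of millipolarization.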
Tat export inh = blocks Tat-dependent protein export in E. coli | 340,000 compounds, 0.036% hits | E. coli MC4100 TorA-mCherry Tat export, fluorescence | inhibition, % at 10 µM;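 active means mean replicate inhibition at least 50% and at least half of replicates individually reaching 50%; inconclusive means only one of the two criteria met; inactive means neither criterion met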;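 further: exported cargo escapes ClpAP degradation while cytoplasmic cargo is degraded and loses fluorescence; 0% = median of neutral control wells and 100% = median of NaSCN control wells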
phage Ecoli inh = E. coli growth loss with phage present; growth absorbance; inhibition, % at 11.9 µM; 360,000 compounds, 0.26% hits; AID 651602; in the data active means inhibition above about 11%
AddAB inh = less growth of phage-infected E. coli with AddAB. inhibition, % at 11.9 µM. 330,000 compounds, 0.29% hits. AID 435030. E. coli expressing H. pylori AddAB, absorbance growth; in the data active means inhibition above about 12%;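 further: 0% = vehicle wells of infected cells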
MITF TRPM1 HTS = increases MITF-driven TRPM1 promoter luciferase signal; activation, % at 12.5 µM; 300,000 compounds, 0.75% hits; AID 588334; SK-MEL-5 TRPM1-promoter luciferase, 24 h; % of positive control, neutral wells = 0;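 active means mean activation of at least 80% with every replicate also reaching 80%; inconclusive means mean reaches 80% but some replicate falls short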;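 further: 0% = neutral control wells and 100% = parthenolide positive control wells; values of inactives mirror those of a sister screen read the other way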
CAL PDZ FP-2 = inhibitors of human CAL PDZ peptide binding | inhibition, % at 24.9 µM | purified CAL PDZ, TMR-peptide fluorescence polarization, 1 h | AID 602252 | 300,000 compounds, 0.92% hits | Q9HD26;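 active means mean inhibition of at least 30% with at least half of replicates also reaching 30%; inconclusive means no clear call, values can overlap the other calls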;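 further: 0% = DMSO neutral control and 100% = excess unlabeled competitor peptide PRC23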
E coli growth = bacterial growth inhibition, counter-screen for AddAB inhibitors. E. coli V3065 growth, OD600 absorbance, 18 h. AID 449728. 330,000 compounds, 0.27% hits. inhibition, % at 11.9 µM;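 active means inhibition above the campaign's mean inhibition across all tested compounds plus 3 SD, cut at about 9.9% in these data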;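 further: uninfected addAB+ strain grown without phage in ampicillin broth; 0% = DMSO wells and 100% = ciprofloxacin 0.95 µg/ml wells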
Wnt bcat act = activators of Wnt/beta-catenin signaling; Wnt/beta-catenin reporter cell assay, activator, plate reader; 300,000 compounds, 1.2% hits; activation, % at 9.35 µM; in the data active means activation above about 30%, passing the limit was not always enough; inconclusive means no clear call, values can overlap the other calls;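 further: 0% = neutral control wells and 100% = positive control wells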
SR-BI DiI inh = inhibitors of mouse SR-BI mediated HDL lipid uptake; ldlA[mSR-BI] CHO cells, DiI-HDL uptake fluorescence, 3 h; inhibition, % at 12.5 µM; 320,000 compounds, 0.96% hits; AID 488896;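 active means mean replicate inhibition of at least 70% and a set share of replicates each scoring 70 or more; inconclusive means meets just one of the two criteria; inactive means fails both criteria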;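 further: 0% = median of neutral control wells and 100% = median of positive control wells; values of inactives mirror those of a sister screen read the other way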
Target sequence (Q61009 whole entry, looked up): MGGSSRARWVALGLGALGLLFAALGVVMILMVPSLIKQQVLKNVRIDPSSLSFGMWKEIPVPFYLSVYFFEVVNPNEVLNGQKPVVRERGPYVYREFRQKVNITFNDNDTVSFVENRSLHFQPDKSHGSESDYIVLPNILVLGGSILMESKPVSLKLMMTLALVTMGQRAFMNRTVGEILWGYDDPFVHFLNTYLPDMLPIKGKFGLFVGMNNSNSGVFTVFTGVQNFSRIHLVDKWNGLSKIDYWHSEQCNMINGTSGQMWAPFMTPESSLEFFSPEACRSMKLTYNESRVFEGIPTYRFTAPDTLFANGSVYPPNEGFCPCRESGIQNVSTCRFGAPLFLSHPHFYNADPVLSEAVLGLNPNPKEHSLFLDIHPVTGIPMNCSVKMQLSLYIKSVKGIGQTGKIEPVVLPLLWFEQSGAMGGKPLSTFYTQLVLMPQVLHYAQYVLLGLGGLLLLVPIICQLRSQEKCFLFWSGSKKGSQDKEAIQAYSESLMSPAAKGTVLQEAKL
* = called active by the depositor; ? = inconclusive; · = not tested or not shown. Outcome played no part in choosing rows; about 3.6% have a hit in one of these screens.

SMILES	SR-BI DiI-HDL act	CAL PDZ FP-1	Tat export inh	phage Ecoli inh	AddAB inh	MITF TRPM1 HTS	CAL PDZ FP-2	E coli growth	Wnt bcat act	SR-BI DiI inh
CCCNC(=O)C(=O)c1cccn1-c1ccsc1C(=O)OC	36.1	-2.6	2.5	1.7	1.8	3.2	-2.3	1.6	-0.8	-36.1
Nc1ccc2oc(-c3cccs3)nc2c1	25.0	-1.1	-4.9	0.5	2.4	?	-0.9	0.9	?	-25.0
Oc1ccc(C[C@@H]2CNC(=S)N2CCCCC2CCCCC2)cc1	-6.5	0.4	16.0	0.8	0.3	26.2	-0.5	-1.8	-6.1	6.5
CCOC(=O)N1CCN(c2c(-c3ccccc3)c3cc(Cl)ccc3[nH]c2=O)CC1	17.5	-1.4	1.7	1.4	1.1	-16.6	·	1.9	·	-17.5
COC(=O)c1ccccc1NC(=O)CC(NCc1ccccc1)C(=O)O (centres undefined)	·	·	·	3.2	1.2	·	·	0.2	0.0	·
COc1ccc(/C=N/NC(=O)C(=O)N2CCCCCC2)cc1O	40.3	-3.4	7.5	0.2	1.8	-3.4	-4.3	1.5	-0.1	-40.3
CCc1nonc1NC(=O)c1oc2ccc(Cl)cc2c1C	10.3	-0.5	-14.1	0.6	1.9	74.7	·	-0.2	9.4	-10.3
CC(C)(C)c1ccccc1NC(=O)C1=COCCO1	5.8	0.8	-3.8	0.4	2.7	9.5	7.9	-0.7	2.2	-5.8
O=C(C1CCN(Cc2cn[nH]c2-c2ccc(F)cc2F)CC1)N1CCOCC1	19.8	-1.4	10.8	1.6	-1.6	-2.3	-4.1	1.1	-0.8	-19.8
CSCCC(=O)N1CCC(n2nccc2NC(=O)c2ccc3c(c2)OCO3)CC1	-8.7	-0.4	-2.3	-0.1	-0.4	44.2	11.3	0.8	16.2	8.7
CC(=O)c1cc(C(=O)NC2CCCc3c2cnn3-c2cc(C)cc(C)c2)[nH]n1 (centres undefined)	-47.3	-2.5	1.6	4.0	0.9	12.5	6.3	-2.6	14.1	47.3
COC(=O)[C@H](Cc1ccccc1)NC(=O)NCCc1ccccc1F	14.3	-0.9	-3.6	-0.3	-0.8	5.2	-3.5	-1.9	3.6	-14.3
CC(=O)c1ccc(N2CCN(C(=O)C3CCN(S(=O)(=O)Cc4ccccc4)CC3)CC2)cc1	-6.9	-2.8	1.4	3.6	1.9	-3.1	-3.4	-0.3	·	6.9
Cc1cnc(C(=O)OCC(=O)Nc2ccc(Oc3ccccc3)cc2)cn1	39.6	-1.4	-1.9	2.4	-2.2	7.3	-5.5	0.3	·	-39.6
OC(c1ccc2ccccc2n1)c1c(Cl)cccc1Cl (centres undefined)	-48.2	-0.2	21.1	1.9	·	-0.5	-1.4	·	1.5	48.2
COc1cc(Nc2nc(SCC#N)nc3ccccc23)cc(OC)c1OC	14.0	-0.1	-0.5	2.7	0.9	1.8	·	1.2	·	-14.0
CCN(CC)CCN(C(=O)c1ccc2c(c1)OCCO2)c1nc2cc3c(cc2s1)OCO3	-29.3	6.3	-3.0	0.1	0.6	11.8	-8.8	1.0	2.7	29.3
Cc1csc(SCC(=O)Nc2ccc(Cl)cn2)n1	-13.4	-1.1	1.1	2.9	3.1	-5.5	1.7	-1.5	·	13.4
COc1ccc(CNC(=O)CN2C(=O)NC(C)(c3ccc(C(C)(C)C)cc3)C2=O)cc1 (centres undefined)	-19.5	0.0	-2.2	-0.6	-1.6	-13.0	·	1.1	-8.7	19.5
COc1ccc(Cc2c(O)nc(SC)n(C(C)=O)c2=O)cc1	14.7	-1.4	-9.3	2.6	2.9	2.0	-1.5	1.4	·	-14.7
CC(C)Cc1ccc(C(C)CC2=CCC(CN(C)C)C2=O)cc1 (centres undefined)	10.0	-1.1	-7.0	2.2	·	-37.6	0.4	·	0.5	-10.0
Cc1ccc(/C(N)=N/OC(=O)Cc2cccc3ccccc23)cc1	-16.4	-3.0	15.3	3.0	1.1	-7.8	0.5	-0.8	1.0	16.4
CCOc1ccc2[nH]cc(C(=O)N3CCN(CC)CC3)c(=O)c2c1	-4.8	-0.3	0.8	2.2	3.8	-5.4	-4.0	-0.1	·	4.8
CC(NC(=O)c1ccccc1)C(=O)OCC(=O)N1c2ccccc2Sc2ccccc21 (centres undefined)	20.6	-2.2	4.1	2.7	0.1	0.2	-6.4	2.0	-1.6	-20.6
Cc1cc2nc(SCC(=O)N(C)C)c3c(c2cc1C)CCCC3	-31.9	-3.8	0.6	-0.4	4.4	-23.7	-2.7	-3.5	-2.4	31.9
CC(C)Oc1ccc(CNC(=O)CCC(=O)N2CC(C)Sc3ccccc32)cc1 (centres undefined)	-22.8	-0.2	-19.9	2.7	5.3	-0.8	9.6	-0.7	1.1	22.8
CSc1n[nH]c(N)c1S(=O)(=O)c1ccc(Cl)cc1	·	0.3	-7.0	0.1	-1.1	-2.2	-0.6	-0.9	-0.4	·
OCCN1CCN(CC(O)COc2ccc(C34CC5CC(CC(C5)C3)C4)cc2)CC1 (centres undefined)	21.8	-1.3	4.9	2.4	-1.4	-18.8	2.9	-2.3	-3.2	-21.8
CC(C)N(C(=O)[C@H]1C[C@H](CC(=O)NCCC2=CCCCC2)C(=O)N2CCc3c([nH]c4cc(CCC(=O)N(C)C)ccc34)[C@]12C)C(C)C	-38.1	0.1	10.2	1.0	-1.9	10.3	-1.8	-3.4	-2.0	38.1
Cc1cccc(NC(=O)c2cc(S(=O)(=O)N3CCOCC3)cn2C)c1C	7.5	-1.1	4.9	2.7	1.6	4.3	·	-0.8	-0.1	-7.5
OCCC1CN(CCCc2ccccc2)CCN1CCc1ccccc1 (centres undefined)	-18.2	-2.5	-12.6	0.6	0.1	-0.8	-1.0	-2.3	-0.9	18.2
COC(=O)CNC(=O)C1CCC(CNS(=O)(=O)c2cccc3nsnc23)CC1 (centres undefined)	7.9	1.8	-0.4	2.9	2.0	-5.1	·	-0.1	-3.7	-7.9
CCCCC(=O)NC(=S)Nc1cccc(NC(=O)c2ccccc2)c1	-38.4	·	3.6	3.9	1.0	-10.6	-5.5	-0.5	-2.0	38.4
O=C(Cc1cccs1)Nc1nnc(SCc2ccc(Br)cc2)s1	8.1	-3.0	-2.1	1.2	2.7	-10.5	-2.7	-0.9	-1.0	-8.1
COC(=O)/C=C1\S/C(=N/NC(=O)c2ccc(OC)cc2)NC1=O	5.7	·	-2.6	3.2	0.8	9.9	3.7	-0.9	-0.2	-5.7
COc1ccc(C2C(C#N)=C(C)NC(C)=C2C#N)c(OC)c1	2.8	-2.0	5.0	0.9	-1.5	-4.3	-3.8	0.8	-1.1	-2.8
Cc1ccc(CNc2ncnc3cc(Cl)ccc23)o1	-11.3	-1.7	2.2	2.7	0.5	-15.3	-3.5	-1.3	·	11.3
COc1cccc2cc(C(=O)Nc3ccccc3Cl)/c(=N/NS(=O)(=O)c3ccccc3)oc12	0.4	-1.2	-8.3	0.0	4.2	-1.8	-1.0	1.4	3.5	-0.4
COc1ccc(C(=O)OCC(=O)NCC2CCCO2)cc1[N+](=O)[O-] (centres undefined)	26.6	-2.1	0.6	-0.2	-0.2	-2.3	-2.8	0.5	-0.4	-26.6
NS(=O)(=O)c1cccc2cccnc12	-3.5	-0.6	-4.3	0.3	4.1	1.1	-1.6	-0.7	-0.4	3.5
Cc1ccc(SCc2cc(=O)[nH]c(Nc3nc(C)c4ccccc4n3)n2)cc1	14.4	-2.8	-4.1	2.3	1.3	16.7	-4.6	-0.6	-10.5	-14.4
Cc1ccc(N/C(N)=N/c2nc(CSc3ccc(C)cc3)cc(=O)[nH]2)cc1	-2.2	-2.2	-12.3	2.2	·	7.1	·	·	·	2.2
COc1ccc(-c2nc(-c3ccccc3)c(-c3cc([N+](=O)[O-])ccc3C)[nH]2)cc1OC	-59.2	-0.4	-2.9	-1.8	3.5	-9.8	2.0	1.5	·	59.2
O=C(CNCc1ccco1)Nc1cccc(S(=O)(=O)N2CCCCC2)c1	4.4	0.2	-5.3	1.8	5.2	17.8	-0.7	0.9	0.2	-4.4
CCOc1ccc(N(CC(=O)N2CCc3ccccc32)S(=O)(=O)c2c(C)noc2C)cc1	2.9	0.0	-2.4	1.7	5.1	-19.3	-4.9	2.7	-7.4	-2.9
COc1ccc(CCNC(=O)CCNS(=O)(=O)c2ccc3c(c2)CCN3C(C)=O)cc1OC	-0.8	-3.2	0.2	3.5	1.0	-9.4	1.4	1.2	·	0.8
Cc1nc(Nc2cccc(Cl)c2)c2oc3ccccc3c2n1	-16.3	-2.9	-0.2	0.7	-0.5	-5.8	-5.8	-0.8	2.0	16.4
O=C(Nc1ccc(F)cc1)c1cc(-c2ccncc2)nc2c(Cl)cccc12	-30.7	-1.5	-7.2	2.1	7.5	6.3	-4.0	1.6	-3.9	30.7
COc1cc2[nH]c(-c3cccc(F)c3)cc(=O)c2cc1OC	12.7	-1.9	-4.5	0.8	0.9	-10.1	-5.1	-1.0	0.5	-12.7
O=C(Cc1cc(=O)[nH]c(=O)[nH]1)N1CCC(Cc2ccccc2)CC1	15.3	-0.9	3.0	3.7	0.6	·	-4.1	1.0	-1.2	-15.3
O=S(=O)(c1ccccc1)c1ccc(N2CCCCCC2)cc1	29.0	·	-1.3	1.0	5.0	15.8	-3.1	4.8	-0.5	-29.0
O=S(=O)(c1cccs1)N1CN(Cc2ccco2)c2nc3ccccc3nc21	-3.1	-2.3	4.9	0.5	-0.1	11.4	-2.4	-0.5	7.3	3.1
Cc1ccc(C(=O)Nc2ccccc2C(=O)N2CCN(c3ccccc3)CC2)cc1	2.5	-2.9	10.4	-0.1	0.4	3.8	0.7	-2.0	-0.1	-2.5
COc1ccc(CCNC(=O)C2CCN(C(=O)N(C)C)CC2)cc1OC	-20.0	-0.7	-12.9	-0.6	2.7	2.7	8.8	1.6	-0.7	20.0
COc1ccc(-c2cnc3nc(/N=C/N(C)C)nn3c2/N=C/N(C)C)cc1	18.0	-2.3	-4.9	3.4	2.9	4.3	-0.3	0.3	-16.0	-18.0

Reprinted at random: two entries already listed, in no set order.
SMILES	SR-BI DiI-HDL act	CAL PDZ FP-1	Tat export inh	phage Ecoli inh	AddAB inh	MITF TRPM1 HTS	CAL PDZ FP-2	E coli growth	Wnt bcat act	SR-BI DiI inh
O=C(Nc1ccc(F)cc1)c1cc(-c2ccncc2)nc2c(Cl)cccc12	-30.7	-1.5	-7.2	2.1	7.5	6.3	-4.0	1.6	-3.9	30.7
O=C(Cc1cc(=O)[nH]c(=O)[nH]1)N1CCC(Cc2ccccc2)CC1	15.3	-0.9	3.0	3.7	0.6	·	-4.1	1.0	-1.2	-15.3

Assay outcomes: PubChem BioAssay, several laboratories
